Compound activity as filed in PubChem.
pAkt inh = inhibitors of Akt phosphorylation. hit rate 0.32% among 360,000. activity change, % for hits at 50 µM. Neuro2A IGF-stimulated pAkt S473 HTRF, 20 min; hits give low values; in the data active = activity change below about -80%; inconclusive = mostly about -51% to -80%; also: % is scaled to controls: 0 for no effect and ±100 for the full control effect
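Neuro2A cells in DMEM with 0.5% FBS, overnight at 37 deg C, given compound at single 50 µM final, then IGF (6 nM final) for 20 min at 37 deg C. Lysed; phospho-Akt Ser473 by HTRF after 24 h, 665/615 ratio.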
Mm-Cpn inhibitor = blocks the Methanococcus maripaludis chaperonin Mm-Cpn; purified Mm-Cpn ATPase, ADP Transcreener TR-FRET; Potency, µM (top dose mostly 76.9 µM), for inactives: top-dose activity, negative = inhibition, hits mostly inhibitors; hit rate 0.031% among 330,000; AID 504842; also: potency is read from the fitted curve at half-maximal effect; % is scaled to controls: 0 for no effect and ±100 for the full control effect; nearly all actives have a fitted effect of over 80% in size
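Quantitative HTS used 25 nM Mm-CPN and 10 uM ATP in magnesium/KCl Tris buffer, pH 7.4, with 1 mM DTT. Hydrolysis ran 30 min at 37°C; ADP was read by HTRF.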
S2 tox = cell viability loss in ATXN counter-screen | hit rate 0.49% among 400,000 | AID 651635 | Potency, µM (top dose mostly 56.7 µM), hits mostly cytotoxic | S2 cells (HEK-293 line with an ATXN2-luciferase reporter) viability, CellTiter-Fluor protease fluorescence, 24 h; also: potency is read from the fitted curve at half-maximal effect; nearly all actives have a fitted effect of over 40% in size
TGFb SMAD3 inh = inhibitors of TGF-b signaling | AID 588855 | HepG2 CAGA-GFP TGF-b/SMAD3 reporter, GFP fluorescence, 18 h; TGF-beta stimulated, 500 pg/mL final | Potency, µM (top dose mostly 46.1 µM), for the others: at the highest dose activity, negative = inhibition, actives largely listed as inhibitors | hit rate 1.2% among 410,000; also: potency is read from the fitted curve at half-maximal effect; % is scaled to controls: 0 for no effect and ±100 for the full control effect; nearly all actives have a fitted effect of over 65% in size
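Using HEPG2 CAGA-GFP reporter cells at 1000 cells/well, we pinned test compounds, stimulated with recombinant TGF-beta (500 pg/mL final) and measured total well GFP after 18 h.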
HepG2 viability = HepG2 cytotoxicity, counter-screen for TGF-b inhibitors. HepG2 CAGA-GFP viability, ATP luminescence, 18 h. Potency, µM (top dose mostly 46.1 µM), for the others: at the top dose activity change, negative = cytotoxicity, hits mostly cytotoxic. hit rate 0.76% among 410,000. AID 588856; also: potency is read from the fitted curve at half-maximal effect; some results filed as inactive show a strong effect at the top dose
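HepG2 CAGA-GFP cells (1000/well, DMEM with 1% FBS) received compound, then TGF-beta at 500 pg/mL final, and were incubated 18 hours at 37 degrees C. Viability was read by CellTiter-Glo luminescence. Media-only wells were set as complete cell-killing and DMSO as no toxicity.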
CCT modulator = cytosolic chaperonin activity modulation | purified chaperonin ATPase assay, HTRF ADP detection, 30 min | activity change, % (test concentration not listed), hits read low | hit rate 0.3% among 360,000 | AID 651819; in the data active = activity change below about -30%; also: % is scaled to controls: 0 for no effect and ±100 for the full control effect
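TRiC at 40 or 20 nM final (batch-dependent) in 30 mM Tris pH 7.4, 100 mM KCl, 5 mM MgCl2, 1 mM DTT, with compound at single 76 uM and 10 uM ATP, 30 min at 37 deg C. ADP detected by HTRF Transcreener, 665/615 ratio.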
Nrf2 block = blocks Nrf2 signaling; A549 ARE-Fluc reporter, luciferase luminescence, 18-24 h; hit rate 2.1% among 360,000; Potency, µM (titrated, usually from 46 µM), for the others: at the highest dose activity change, negative = inhibition, most hits filed as inhibitors; also: potency is read from the fitted curve at half-maximal effect; % is scaled to controls: 0 for no effect and ±100 for the full control effect; nearly all actives have a fitted effect of over 60% in size
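Cells were seeded and rested 2 h, then exposed to compounds for 18-24 h. CellTiter-Fluor was read first as a viability measure. BugLite was added 15 min before the final luminescent read of ARE-luciferase activity in A549 cells.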
A549 viability = counter-screen for Nrf2 inhibitors: cytotoxicity in A549 cells. A549 ARE-Fluc cells, CellTiter-Fluor viability, 18-24 h. Potency, µM (highest dose often 46 µM), without a hit: top-dose activity change, negative = cytotoxicity, usual class: inhibitors. hit rate 0.16% among 390,000. AID 504648; also: potency is read from the fitted curve at half-maximal effect; % is scaled to controls: 0 for no effect and ±100 for the full control effect
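A549 ARE_Fluc cells in 5% FBS OPTI-MEM were exposed to compounds in concentration-response for 18-24 h at 37 deg C. Viability was read by CellTiter-Fluor fluorescence (Ex 405/Em 525) after 30 min, before the luciferase read.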
Nrf2 ARE act = Nrf2 pathway activation | AREc32 ARE-luciferase reporter (MCF7-derived line), luminescence, 24 h | Potency, µM (titrated, usually from 46.1 µM), without a hit: at the highest dose activation, usual class: activators | hit rate 0.31% among 410,000 | AID 624171; also: potency is read from the fitted curve at half-maximal effect; % of control where 0% means no effect; nearly all actives have a fitted effect of over 65% in size
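AREc32 cells carrying an ARE-driven firefly luciferase, 1000 cells/well in OPTI-MEM with 5% FBS, dosed after overnight attachment and incubated 24 hr at 37 deg C. Steady-Glo luminescence read after 30 min at RT.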
* marks the source's active call; other numbers are inactive results; i = inactive; ? = inconclusive; . = not tested or not shown; & = joins results of further samples; [ ] = dose if it differs, or a comment. Unless noted, calls follow the shape of the dose curve; as a rule, active = well fitted curve in the direction sought with a large enough effect; inconclusive = small, poorly fitted or top-dose-only effect, or another doubt; inactive = no such curve, though single readings can be large; an effect the other way counts as inactive or inconclusive.

SMILES	pAkt inh	Mm-Cpn inhibitor	S2 tox	TGFb SMAD3 inh	HepG2 viability	CCT modulator	Nrf2 block	A549 viability	Nrf2 ARE act
Cc1cccc(C)c1NC(=O)CN(C1CCCCC1)S(C)(=O)=O	i	-0.8%	i	-3.0%	7.6%	0.9	4.8%	0.9%	-0.7%
CCN(CCn1cccn1)C(=O)CC1C(=O)NCCN1Cc1cc(OC)cc(OC)c1 (stereo not drawn)	i	-1.9%	i	-5.8%	5.0%	-2.0	3.1%	1.1%	-0.2%
NC(=O)c1c(NC(=O)COC(=O)c2ccc(O)c(Cl)c2)sc2c1CCCC2	i	-1.4%	i	0.0%	1.0%	0.1	-29.3%	-1.9%	2.3%
Fc1ccc(CSc2ncnc3c2ncn3C2CCCCO2)cc1 (stereo not drawn)	i	.	i	4.1%	2.9%	0.8	-4.2%	-0.3%	5.0%
CC(C)Cc1nc2ccc(N)cc2[nH]1	i	-0.8%	i	-8.2%	3.8%	-0.4	12.4%	-4.8%	1.7%
CC(=O)Nc1cccc(-c2ccnc3c2CC(C)(C(=O)NCc2cccc(Cl)c2)O3)c1 (stereo not drawn)	i	.	?	-14.5%	-10.6%	-2.4	.	.	4.8%
COc1ccc(NC(=O)CSc2nc3ccccc3n2Cc2cccc(OC)c2)cc1	.	.	.	-10.4%	-12.0%	.	.	-7.9%	3.3%
O=C(/C=C/c1ccccc1Cl)NCCCn1ccnc1	i	1.1%	?	-9.9%	-49.6%	-1.5	3.8%	1.9%	0.5%
O=C1NC(=S)SC1=Cc1ccccc1Cl	i	.	i	-13.6%	-33.1%	-4.2	?	?	9.2%
Cc1ccc(C(=O)NCCc2nc3ccccc3[nH]2)cc1[N+](=O)[O-]	i	1.1%	i	38.0%[activator]	3.8%	-0.8	-7.4%	8.9%	-0.1%
COc1ccccc1N1CCN(S(=O)(=O)CCNC(=O)CCCc2ccccc2)CC1	i	1.3%	?	-4.6%	-2.0%	1.1	-36.2%	-4.1%	1.5%
Cc1ccc(-c2nnc(N3CCCCCC3)c3ccccc23)cc1	i	-2.2%	i	-21.2%	-14.0%	-1.4	23.1µM*	?	-0.3%
COc1ccc(OC)c(N)c1	i	-3.3%	i	2.3%	-2.3%	1.9	4.7%	-1.3%	0.0%
CC(C)(C)[C@@H]1C=C(C(=O)NCc2ccccc2)O[C@H](OCc2ccc(CO)cc2)C1	i	.	?	-4.3%	-20.5%	-0.4	?	-9.1%	3.1%
CCOc1[nH]n(-c2ccccc2)c(=O)c1C=Nc1ccc(F)cc1F	i	-2.0%	i	8.8%	-7.6%	2.4	1.1%	-1.7%	0.6%
CCc1ccc(Nc2n[n+](-c3ccccc3)c(-c3ccc(SC)cc3)s2)cc1	i	?	?	?	-6.9%	0.4	-12.1%	1.1%	0.2%
CC(C)(C)c1ccc(/C=C2\CCn3c2nc2cc(C(=O)O)ccc2c3=O)cc1	i	-1.3%	i	-25.3%	-27.7%	-1.3	0.3%	7.3%	0.1%
CC(=O)c1cc(-c2ccccc2)n(CCC(=O)NC2CCC(C)CC2)c1C (stereo not drawn)	i	-3.1%	i	-10.7%	4.1%	1.8	-16.4%	1.4%	0.4%
CCOc1ccccc1C(=O)OCC(=O)NCC1CCCO1 (stereo not drawn)	i	-2.0%	i	4.4%	-15.5%	-3.1	3.0%	10.3%	2.7%
CN(c1cccc(Cl)c1)S(=O)(=O)c1cccc(C(=O)NC2=NCCS2)c1	i	?	i	-7.9%	-12.5%	-0.7	?	-13.6%	-1.0%
CC(NC(=O)c1cc(S(=O)(=O)N(C)C)ccc1N1CCCC1)C1CC2CCC1C2 (stereo not drawn)	i	-0.9%	i	9.3%	1.0%	-3.9	?	-9.9%	-0.1%
CC(=O)Nc1ccc(C(=O)OCc2ccc(F)cc2)cc1	i	-0.7%	i	0.9%	-0.1%	1.1	5.4%	1.8%	0.1%
CN(C)C(=O)C12CCC(C)(c3nc4ccccc4nc31)C2(C)C (stereo not drawn)	i	-1.1%	i	-2.9%	-6.6%	-3.7	.	-1.6%	0.3%
COc1cccc(CN(CC(=O)NC2CCCC2)C(=O)CCC(=O)Nc2cc(C)on2)c1	i	-0.8%	i	-4.1%	2.9%	0.4	-4.7%	0.0%	-0.1%
C=CCN(C(C(=O)OC)C(C)C)S(=O)(=O)CCl (stereo not drawn)	.	.	.	-0.5%	4.4%	.	-2.5%	-6.2%	.
Cc1cc(NC(=O)COc2ccccc2)cc(-c2nc3ccccc3o2)c1O	.	.	i	6.5%	-1.5%	.	7.5%	4.7%	2.0%
O=C(NCCN1CCN(C(=O)c2c(F)cccc2F)CC1)C(=O)Nc1ccc(Cl)cc1	i	-1.5%	?	-16.2%	-16.4%	-0.8	-29.1%	-6.1%	0.2%
Cc1cc(C)c2c(c1)OC(O)(C(F)F)CC2=O (stereo not drawn)	i	0.4%	i	11.3%	12.9%	-1.0	-2.0%	-3.3%	0.4%
CCOc1ccc(Nc2cc(C)nc(N3CCOCC3)n2)cc1	i	-2.4%	i	26.6%	5.1%	-0.2	11.4%	?	0.7%
Cc1ccc(OCC(=O)NCCNC(=O)c2ccco2)cc1	i	-0.2%	i	8.4%	10.3%	1.5	17.1%	1.5%	0.2%
COc1ccc(CCNC(=O)CC2SC(=NCc3ccccc3)NC2=O)cc1 (stereo not drawn)	i	-2.9%	i	-18.4%	-2.9%	-4.0	5.3%	-2.6%	-0.4%
Cc1ccc(O)c(NC(=S)NC(=O)Cc2ccc(Cl)cc2)c1	i	-7.3%	i	-22.5%	-22.7%	2.7	-7.3%	8.0%	9.6%[9.22 µM]
Cc1cc(NC(=O)C(C)SCC(=O)O)no1 (stereo not drawn)	i	-1.6%	.	1.1%	-5.3%	-1.5	-12.0%	-15.4%	-0.6%
CCOC(=O)c1ccc(CSc2nnc3cc(C)c4ccccc4n23)cc1	.	.	.	-31.2%	-43.8%	.	15.0%	8.1%	2.5%
O=C(CC1Nc2ccccc2NC1=O)NCCc1ccccc1 (stereo not drawn)	i	-0.5%	i	-25.5%	-13.0%	-0.9	-18.3%	2.7%	0.9%
COc1ccc(C2NS(=O)(=O)N=C2N)cc1 (stereo not drawn)	i	1.0%	.	-6.2%	-19.7%	-0.4	-18.9%	0.0%	0.2%
O=C(Cc1ccc(S(=O)(=O)N2CCOCC2)s1)Nc1ccc(Br)c(C(F)(F)F)c1	i	.	?	?	-65.7%	1.6	?	?	1.0%
COc1ccc(C2(C)NC(=O)N(CC(=O)NC3CC3)C2=O)cc1 (stereo not drawn)	i	?	i	12.8%	14.0%	-3.1	-0.2%	0.9%	-0.9%
C[C@]1(C2CCCC2)Cc2cc(OCC(=O)O)c(Cl)c(Cl)c2C1=O	i	.	i	-4.4%	1.3%	0.0	13.2%	-0.6%	-0.1%
CC(C)(C)CC(C)(C)N=C1NS(=O)(=O)c2cc([N+](=O)[O-])ccc21	i	-0.4%	i	-23.2%	-19.6%	-4.2	-18.9%	4.7%	-0.4%
CCOC(=O)c1c(S(=O)(=O)N2CCCC(C(=O)NCc3ccc(F)cc3)C2)c(C)n(CC)c1C (stereo not drawn)	.	.	i	-42.0%	-17.0%	.	.	0.9%	2.4%
Cc1nn(Cc2ccccc2)c(C)c1NC(=O)c1ccc([N+](=O)[O-])cc1[N+](=O)[O-]	i	-0.3%	i	-34.8%	-19.8%	0.0	-10.6%	-0.7%	-1.0%
COC(=O)C(F)(Sc1c(C)n(C)n(-c2ccccc2)c1=O)C(F)(F)F (stereo not drawn)	i	-1.8%	i	-9.3%	-0.3%	-8.5	3.7%	-3.4%	0.1%
CN=C1SC(CC(=O)NCCc2ccc(OC)c(OC)c2)C(=O)N1C (stereo not drawn)	i	-0.7%	i	8.9%&7.0%	9.7%&-2.4%	-3.1&0.7	?	0.5%&9.6%	-0.2%&0.0%
CC(C)(C)c1ccc(C(=O)C=[N+]=[N-])cc1	i	-0.9%	i	-3.2%	1.7%	0.7	10.2%	6.8%	-0.2%
COc1ccc(-n2nc(C(=O)NCC(=O)N3CCC(C)CC3)c3ccccc3c2=O)cc1	i	-0.4%	i	-15.3%	-24.4%	-0.4	?	0.3%	2.7%
CN(/C(=N/S(=O)(=O)c1ccccc1)c1ccccc1)S(=O)(=O)c1ccccc1	i	3.8%	i	1.6%	-21.1%	1.3	11.9%	-9.3%	0.0%
CCC(=O)N1CCc2cc(Br)cc(S(=O)(=O)N3CCN(c4cccc(Cl)c4)CC3)c21	.	.	i	-15.6%	-0.8%	.	9.7%[9.27 µM]	1.2%	-0.4%
CCOC(=O)C1CC2=C(CCCC2=O)N(Cc2ccccc2)C1=O (stereo not drawn)	i	.	i	-18.9%	-5.6%	1.2	20.3%	-2.3%	-0.1%
COc1ccccc1CNC(=O)COC(=O)Cc1ccc(F)cc1	i	1.9%	i	-1.1%	-3.6%	-2.9	2.4%	12.6%	-0.3%
COCc1cc(C)n(CC(=O)Nc2cc(C)cc(C)c2)c(=O)c1C#N	i	-0.6%	i	-20.5%	-20.8%	-1.1	-6.3%	-19.1%	2.2%
CCc1ccc(CNC(=O)c2cccc(-n3cnc4cccnc43)c2C)cc1	.	.	.	0.0%	-15.5%	.	-23.7%	-2.4%	4.0%
CCOc1ccc(S(=O)(=O)NCCc2csc3nc(-c4ccc(OC)c(OC)c4)nn23)cc1	.	.	.	-12.7%	-14.0%	.	.	-5.0%	9.9%
S=C(NCCc1ccccc1)N1CCN(C23CC4CC(CC(C4)C2)C3)CC1	i	0.6%	i	-14.0%	-8.9%	-3.2	?	?	-0.3%
